Shn3 3UTR inh = inhibitors of Schnurri-3 3'UTR reporter in osteoblasts. Clone20 osteoblast Shn3 3'UTR firefly luciferase, 24 h. inhibition, % at 12.5 µM. hit rate 0.52% among 360,000. AID 588674;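 active means mean inhibition of at least 75% with every replicate also reaching 75%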;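 further: 0% = median of neutral control wells and 100% = pilot-screen positive control compound; some compounds past the cut are filed as inactive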
KKLEB cytotox = counter-screen for CF NF-kB inhibitors: cytotoxicity | KKLEB CF airway cells viability, ATPlite luminescence, overnight; hits give low values; cells stimulated with P. aeruginosa culture filtrate | activity change (cytotoxicity), % at 5 µM | hit rate 0.36% among 360,000 | AID 602141;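 active means corrected activity change at or below -50% at 5 µM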
Peg3 prom inh = inhibitors of Peg3 promoter. HeLa PEG-Prom luciferase reporter, luminescence, overnight. hit rate 1.7% among 360,000. inhibition, % at 20 µM. AID 588405;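 active means inhibition of at least 50% at 20 µM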
HIF-2a block = blocks HIF-2a reporter activity; hit rate 0.72% among 360,000; AID 624352; inhibition, % at 18.8 µM; 786-0 RCC cells HIF-2a reporter, luciferase luminescence, overnight;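 active means inhibition of the luminescence signal of 40% or more relative to plate controls, in a single-dose primary screen at 18.75 µM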
TRAIL sens C8 = sensitizes caspase-8 expressing cells to TRAIL; NB7+C8 cells + TRAIL, ATPlite viability luminescence; inhibition (viability loss, TRAIL sensitization), % at 10 µM; hit rate 1% among 360,000; AID 624354;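 active means compounds causing at least 50% loss of cell viability in the single-dose screen, relative to plate controls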
NR2E3 ag-1 = activates human photoreceptor nuclear receptor NR2E3. AID 2300. GST-NR2E3/biotin-RetCOR TR-FRET, 1536-well. hit rate 0.12% among 320,000. inhibition of corepressor binding, % at 4.78 µM. Q9Y5X4;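 active means percent inhibition above the cutoff of mean plus 3 SD of all tested compounds, set per screening campaign, cut at about 20% in these data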;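 further: 0% = DMSO wells and 100% = biotin wells as full block of FRET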
Target sequence (Q9Y5X4 whole entry, looked up): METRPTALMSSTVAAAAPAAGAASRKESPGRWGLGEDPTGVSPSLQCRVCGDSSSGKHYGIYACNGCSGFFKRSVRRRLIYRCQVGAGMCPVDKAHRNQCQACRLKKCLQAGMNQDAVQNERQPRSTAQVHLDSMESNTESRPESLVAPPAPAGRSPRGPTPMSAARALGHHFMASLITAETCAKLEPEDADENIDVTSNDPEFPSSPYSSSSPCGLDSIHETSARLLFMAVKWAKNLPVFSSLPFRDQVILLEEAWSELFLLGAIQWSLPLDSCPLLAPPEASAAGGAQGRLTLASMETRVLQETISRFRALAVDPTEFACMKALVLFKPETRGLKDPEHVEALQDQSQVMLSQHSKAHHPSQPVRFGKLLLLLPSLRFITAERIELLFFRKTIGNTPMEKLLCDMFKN
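Material: NR2E3–RetCOR corepressor complex | Quantity: 1.35 nM GST-tagged NR2E3 final | Schedule: 5 h at 4 °C | Replication: Singlicate compound wells | Reagent: RetCOR corepressor, biotinylated, 7 nM | Controls: Biotin wells as high control, 0.6% DMSO wells as low control | Signal: TR-FRET, Eu(K)-anti-GST donor, streptavidin-D2 acceptor, ex 340, em 617/671 nm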
MITF TRPM1 inh = reduces MITF-dependent TRPM1 promoter luciferase signal | SK-MEL-5 TRPM1 promoter luciferase, 24 h | inhibition, % at 12.5 µM | hit rate 0.83% among 330,000 | AID 488899;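 active means mean inhibition across replicates of 60% or more, whatever share of single replicates reaches that level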; further: values of inactives mirror those of a sister screen read the other way
EBV LMP1 NFkB = reduces LMP1-driven NF-kappaB luciferase signal; LMP1-induced NF-kappaB luciferase reporter cells, luminescence; inhibition, % at 12.5 µM; hit rate 0.69% among 350,000; AID 504558; in the data active means inhibition above about 41%;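 further: 0% = neutral control wells and 100% = reference inhibitor control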
hiPSC survival = increases survival of single human iPS cells; survival enhancement, % at 20 µM; hit rate 0.044% among 360,000; hiPSC single-cell survival, ATPlite luminescence; 100% = ROCK inhibitor wells, 0% = DMSO; in the data active means survival enhancement above about 18%;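 further: cells exposed to compounds for 16 hours before the ATP read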
CF NFkB block = inhibitors of cystic fibrosis induced NF-kB. KKLEB NF-kB-GFP reporter, PAF-induced, GFP fluorescence overnight. inhibition, % at 5 µM. hit rate 0.86% among 360,000;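 active means at least 50% inhibition at 5 µM, scaled per plate between neutral and stimulator controls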;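 further: PAF is a Pseudomonas aeruginosa culture filtrate used as stimulus; plate controls were PAF-stimulated DMSO wells for no effect and unstimulated DMSO wells for full effect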
NR2E3 ag-2 = agonists of human NR2E3 nuclear receptor; hit rate 0.35% among 360,000; Q9Y5X4; inhibition of corepressor binding, % at 3.98 µM; AID 602229; CHO-S Gal4-NCOR/VP16-NR2E3 two-hybrid, luciferase;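 active means inhibition above the mean of all tested compounds plus 3 SD, cut at about 70% in these data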;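 further: 0% = DMSO with NR2E3 transfected cells and 100% = cells lacking NR2E3 construct; higher means lower luciferase signal from less NR2E3 corepressor binding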
Numbers without * were called inactive; / = no result given. Some of the compounds tested, so the mix of outcomes need not match the whole.

SMILES	Shn3 3UTR inh	KKLEB cytotox	Peg3 prom inh	HIF-2a block	TRAIL sens C8	NR2E3 ag-1	MITF TRPM1 inh	EBV LMP1 NFkB	hiPSC survival	CF NFkB block	NR2E3 ag-2
CCCn1c(=O)c2ccccc2n2c(SCc3c(C(=O)OCC)oc4ccccc34)nnc12	-1	4	9	3	0	1	-3	6	-0.8	-20	-10
CC1(C)Cc2c(sc3nc(SCC(=O)NCc4ccccc4)n(-c4ccccc4)c(=O)c23)CS1	10	2	6	-1	4	0	0	0	2.1	4	-12
O=C(O)c1ccccc1C(=O)OC1CCCC2CCCC21 (configuration not stated)	-9	-6	-1	8	-14	/	10	-4	3.7	-7	-11
Cc1ccc2oc(=O)n(Cc3ccc(OC(C)C)cc3)c2c1	3	1	2	-2	-22	-2	-5	-2	0.9	-4	-24
CCN(CC)C(=O)c1csc(COCCO)n1	-1	8	-2	6	-3	/	/	/	-1.4	14	-7
C=CCN1C(=O)C(CC(=O)Nc2ccccc2)SC1=Nc1c(C)n(C)n(-c2ccccc2)c1=O (configuration not stated)	3	-1	-12	16	-3	0	1	1	-1.6	-15	26
CCc1nc2ccc(C(=O)Nc3cccc(OCC(=O)N(C)C)c3)cn2c1N(C)C(=O)c1ccncc1	0	-2	-8	-2	1	/	/	/	-1.7	3	-3
COC(=O)c1[nH]c2cc(C)ccc2c1NC(=O)CN1CCN(C(=O)c2ccco2)CC1	8	-4	18	-5	-6	3	15	-3	-1.4	-4	-32
COc1ccc(C(=O)c2ccccc2CN2C(=O)c3ccccc3C2=O)cc1	-7	2	-11	-6	1	/	6	-1	-0.1	14	-28
Cc1cc(NC(=O)CSc2nc(-c3ccco3)cc(C(F)(F)F)n2)no1	42	-14	7	13	26	-1	31	26	-1.9	22	-41
Cc1c(Cc2ccccc2)c(=O)oc2cc(OCc3nn[nH]n3)ccc12	10	1	7	10	-19	1	6	14	1.1	-1	-21
CCOC(=O)c1ccc(NC(=O)Nc2cccc(C)n2)cc1	32	-3	-32	-75	3	0	-20	6	-1.8	3	-3
CCCCOc1ccc(C(=O)Nc2cccc(-n3cnnn3)c2)cc1OC	1	5	1	-4	14	-2	-2	-14	0.3	-17	-32
CC(=O)c1cccc(NC(=O)c2ccc3c(=O)n4c(nc3c2)CCCCC4)c1	-3	-5	-30	-42	3	3	-19	5	-0.2	-19	-13
COCCNC(=O)c1onc(CSc2cccc(Cl)c2)c1C(=O)O	-22	-7	-5	2	-3	6	14	12	1.3	-2	22

Structures shown so far that have a COOH group:
SMILES	Shn3 3UTR inh	KKLEB cytotox	Peg3 prom inh	HIF-2a block	TRAIL sens C8	NR2E3 ag-1	MITF TRPM1 inh	EBV LMP1 NFkB	hiPSC survival	CF NFkB block	NR2E3 ag-2
O=C(O)c1ccccc1C(=O)OC1CCCC2CCCC21 (configuration not stated)	-9	-6	-1	8	-14	/	10	-4	3.7	-7	-11
COCCNC(=O)c1onc(CSc2cccc(Cl)c2)c1C(=O)O	-22	-7	-5	2	-3	6	14	12	1.3	-2	22

More entries follow.
SMILES	Shn3 3UTR inh	KKLEB cytotox	Peg3 prom inh	HIF-2a block	TRAIL sens C8	NR2E3 ag-1	MITF TRPM1 inh	EBV LMP1 NFkB	hiPSC survival	CF NFkB block	NR2E3 ag-2
CCOC(=O)C(=O)C1=C(N2CCOCC2)/C(=C\c2ccc(F)cc2)CC1	0	4	-27	-9	-11	0	-1	-13	1.0	-10	-45
Cc1c(-c2cccc(Cl)c2)nc2ccccc2c1C(=O)OCC(=O)N(C)C1CCS(=O)(=O)C1 (configuration not stated)	0	4	10	10	-11	0	10	-8	-0.2	-5	6
COc1cc(CCN=Cc2cc(Cl)cc(Cl)c2O)c([N+](=O)[O-])cc1OC	2	-12	11	7	-18	/	/	/	-0.8	32	21
COC(=O)c1cc(C#N)c(=O)[nH]c1C	11	3	-5	8	-5	1	-2	10	4.2	-8	2
Oc1ccc(Br)cc1-c1ccn[nH]1	-6	-18	-97	-2	-5	1	-24	5	-1.4	15	-32
CCn1c(C)nc2cc(C(=O)NN=Cc3ccc([N+](=O)[O-])cc3)ccc21	2	2	10	-2	1	/	-9	4	-0.4	3	-24
COC(=O)CC/C(=N/Nc1ccc(Cl)c(Cl)c1)C(=O)OC	-5	8	-51	18	1	1	-18	-8	3.8	2	-12
COc1cccc(CNC(=O)c2cc(S(=O)(=O)N3CCCCC3)ccc2C)c1	-29	-18	8	5	8	/	/	7	-0.1	11	6
COc1ccc(Cl)cc1S(=O)(=O)N1CCCC(C(=O)NCc2ccccc2)C1 (configuration not stated)	4	0	24	16	-1	-2	8	-2	0.3	-2	12
CCCCCCCCCn1c2c(c(=N)c3c1CCC3)CCCC2	92*	-56*	104*	27	31	/	92*	29	-0.3	46	95*
Cc1nc(N)c(CC(Br)CBr)c(Cl)n1 (configuration not stated)	-8	-10	10	23	-4	1	-15	0	-0.5	28	0
CCCCC(=O)N(C)c1c(CC)nc2c(OCC(=O)C(C)(C)C)cccn12	8	7	4	9	-7	/	/	/	3.4	7	-36
Fc1cccc(Cl)c1CSc1ccc(-c2cccnc2)nn1	-17	0	-203	-227	11	1	-49	-15	0.1	0	-35
CN(CCCNC(=O)c1ccc(CS(=O)c2ccc(Br)cc2)o1)Cc1ccccc1 (configuration not stated)	34	8	0	4	-3	-1	9	-1	0.9	5	-4
CCc1nnc(NC(=O)CSc2nnc(CNc3ccc(F)cc3)n2C2CCCCC2)s1	17	-10	5	6	-11	5	-1	8	0.7	5	6
CN(C)c1ccc(N2CN=C3SCC(=O)N3C2)cc1	-14	-15	7	-3	-9	-15	11	-22	-1.1	7	-22
O=S(=O)(Nc1ccccc1O)c1ccc(Cl)nc1	10	-15	8	13	-13	1	-4	1	-0.4	17	2
O=c1[nH]c2cnn(-c3ccccc3)c2c(=O)n1O	11	0	-1	5	-8	/	4	-11	-1.7	4	-6
COc1ccc(NC(=O)NNC(=O)c2ccc3ccccc3c2O)cc1OC	-16	-5	4	0	-9	3	-1	8	-0.5	2	-6
COc1cc(/C=N/NC(=O)CCN2CCCCC2)ccc1O	-15	-3	4	6	1	2	-15	-6	-0.3	-10	1
O=C(/C=C/c1ccc2c(c1)OCO2)NCc1cn2cc(Cl)ccc2n1	22	1	-20	-22	9	1	-7	-11	-0.1	-6	-4
Cc1ccc(NC(=O)CCNS(=O)(=O)c2cccc3nsnc23)cc1F	-2	7	-15	-20	-8	0	0	-8	-0.3	0	-17
N#CCCN(Cc1cccs1)C(=O)Nc1ccc(F)cc1	38	-2	-7	10	4	0	5	-2	-0.1	6	-18
Cc1nc2ccccc2c2oc(C(=O)NCc3ccccn3)cc12	38	7	15	-2	1	3	9	-8	0.1	-2	-15
CC(C)N1CCC(NC(=O)Nc2ccc3c(c2)OCO3)CC1	-15	15	-36	-58	-5	1	-20	-9	-1.9	0	-11
Cc1c(Cl)cccc1Nc1n[nH]c(=S)s1	-8	-1	101*	-40	-1	/	14	1	-2.4	-17	-11
CCOc1ccc(Cl)cc1/C=N/NC(N)=O	5	10	-3	16	-7	1	/	1	-0.7	5	3
COC(=O)N1CCN(c2ccc(Cl)c(Cl)c2)CC1	26	1	-25	-60	-3	1	-20	4	8.9	10	-25
Cc1ccc(OC(=O)CN2C(=O)c3ccccc3C2=O)cc1C	11	10	-7	5	5	-1	-2	5	0.7	-20	14
Cc1cc(NC(=O)c2nn3cccnc3c2Cl)no1	-23	-2	-73	-83	14	6	-12	14	-5.2	-6	-142
Cc1cccc(OCc2nnc(NC(=O)c3cccs3)s2)c1	-13	-5	4	4	11	3	10	2	3.1	9	8
CCC(=O)Nc1ccc(NC(=S)NC(=O)/C=C/c2ccccc2)cc1	15	4	9	19	11	0	2	3	1.4	2	13
O=C(NCc1ccco1)/C(=C\c1ccco1)NC(=O)c1ccc(Br)o1	-16	-2	16	10	6	3	5	1	1.2	16	10
COc1ccc(NC(=O)COC(=O)C2CCC(C(C)(C)C)CC2)c([N+](=O)[O-])c1 (configuration not stated)	-4	5	-1	21	-2	-5	11	5	-2.9	11	-3
COc1ccc(NC(=S)N(CCCN2CCCC2)Cc2cccn2Cc2ccc(Cl)cc2)cc1Cl	1	-12	103*	-13	16	-2	7	20	-0.6	26	16
COc1ccc(S(=O)(=O)N2CCN(CC(=O)NCCc3cccs3)CC2)cc1	16	-1	-1	-25	7	0	3	-5	-0.5	-15	-5
C=C(C)CC1N(c2cccc(OC)c2)C(=O)[C@@H]2C(C(=O)O)[C@H]3C=C[C@@]12O3 (some centres not stated)	7	0	1	17	7	-1	-2	-3	-0.5	-5	-6
Cc1ccc(S(=O)(=O)NNC(=O)c2cnn(-c3ccccc3)c2C(F)(F)F)cc1	-4	-2	15	11	-1	-3	0	1	0.9	2	1
COc1cc(-c2nc(-c3ccc4c(c3)-c3ccccc3S4(=O)=O)c(-c3ccccc3)[nH]2)cc(OC)c1O	0	7	-12	-40	13	-1	-10	7	-1.6	16	1
C=CCOc1cccc(C2C(C(=O)c3ccco3)=C(O)C(=O)N2CCN(CC)CC)c1 (configuration not stated)	17	12	0	-14	17	3	8	1	-0.8	-2	-11
CCN(CC)S(=O)(=O)c1cccc(C(=O)N[C@H](C(=O)Nc2nc3ccccc3s2)C(C)C)c1	2	9	-66	-130	-13	-5	8	-13	2.3	1	-41
CCc1ccc(NC(=O)Cn2cc([N+](=O)[O-])nc2C)cc1	-13	1	14	7	-4	/	-4	12	-0.2	-14	-5
COc1ccc(C(C(=O)NC2CCCCC2)N(C(=O)CCl)c2ccc(C)cc2)cc1 (configuration not stated)	3	-93*	69*	29	95*	-2	82*	47*	-3.3	91*	4
O=C(CSCc1ccccc1)Nc1ccc(S(=O)(=O)N2CCOCC2)cc1	-9	0	-3	5	-16	5	-6	2	-1.1	-6	-15
C#CCOCCOCCOCCNc1nc(N2CCN(C(=O)CCCCCCCCCCNC(=O)Cn3cc(CCCCCN)nn3)CC2)nc(N2CCN(C(=O)CCCCCCCCCCNC(=O)[C@H]([C@@H](C)CC)n3cc(CCCCN=C(N)N)nn3)CC2)n1	27	15	25	-16	-4	-3	75*	-7	-1.7	-9	21
C/C(CC(C)C)=N\NC(=O)Nc1ccccc1	9	-6	5	7	-8	1	2	3	-1.6	6	-28
O=C(NCc1cn(-c2ccccc2)nc1-c1ccc(F)cc1)c1cccc([N+](=O)[O-])c1	-7	7	13	-21	10	2	-8	4	0.9	-11	-21
Cc1c(NC(=O)c2ccc(Br)o2)c(=O)n(-c2ccccc2)n1C	-4	6	13	2	17	7	1	-9	1.2	2	-2
CCOCc1cc(CN2CCCC(CNC(=O)c3ccco3)C2)ccc1OC (configuration not stated)	-9	-6	5	12	-5	-3	-3	3	0.4	23	-20
O=C(NNC1=NCCC1)c1ccc(Br)cc1	-4	4	-1	-7	12	0	17	-6	-0.6	0	-6

High-throughput results: PubChem, several laboratories
